Lmaj promast = reduces viability of Leishmania major promastigotes. resazurin fluorescence viability. inhibition, % at 10 µM. 9% of 200,000 active; in the data active means inhibition above about 50%;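 further: promastigotes grown with compound for 44 hours at 28 °C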
bIAP act = intestinal alkaline phosphatase (bovine) activation | AID 1016 | purified bovine IAP, CDP-star luminescence, 30 min; stronger effect = higher value; fold of DMSO-control signal, blank-subtracted | activation factor at 20 µM | 0.17% of 200,000 active;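 active means activation factor of 2 or more at 20 µM, a signal rise over negative controls twice the positive control's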
DTT redox prof = compounds producing H2O2 with reducing agent – biochemical, NIH compound library profiling, artefact control for MLSCN library redox annotation, primary screen. 0.03% of 200,000 active. activation, % at 10 µM. DTT-dependent redox cycling H2O2, phenol red/HRP absorbance; 100% = 100 µM peroxide control, 0% = buffer;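 active means activation of at least 50% relative to the plate's high and low controls in the primary single-dose screen; inactive means activation below 50%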;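 further: compound incubated with DTT at 0.8 mM final as the reducing agent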
PPARg SRC-2 ag = promotes SRC-2 coactivator recruitment by human PPARgamma; PPARgamma LBD-SRC-2 recruitment, biochemical; 0.34% of 200,000 active; P37231; activation, % at 8 µM; in the data active means activation above about 22%;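 further: 0% = vehicle and 100% = reference agonist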
Target sequence (P37231 whole entry, looked up, the tested form may be a part): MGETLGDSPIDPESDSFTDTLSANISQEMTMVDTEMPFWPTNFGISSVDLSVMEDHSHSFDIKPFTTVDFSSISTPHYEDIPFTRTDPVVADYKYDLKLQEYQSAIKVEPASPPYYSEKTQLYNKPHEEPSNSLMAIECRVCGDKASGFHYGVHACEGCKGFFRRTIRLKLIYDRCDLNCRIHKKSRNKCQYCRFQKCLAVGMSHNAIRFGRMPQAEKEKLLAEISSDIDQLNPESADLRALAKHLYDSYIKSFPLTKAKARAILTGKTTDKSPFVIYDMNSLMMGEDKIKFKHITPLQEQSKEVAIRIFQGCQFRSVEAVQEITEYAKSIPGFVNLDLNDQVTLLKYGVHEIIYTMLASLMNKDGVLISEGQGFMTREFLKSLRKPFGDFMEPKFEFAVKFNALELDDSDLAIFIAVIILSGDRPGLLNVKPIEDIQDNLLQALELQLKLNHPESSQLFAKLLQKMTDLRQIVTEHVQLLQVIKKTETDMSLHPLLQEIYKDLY
PPARg SRC-3 ag = promotes SRC-3 coactivator recruitment by human PPARgamma. biochemical PPARgamma/SRC-3 coactivator recruitment assay. activation, % at 8 µM. 0.26% of 200,000 active. AID 731; in the data active means activation above about 23%;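 further: 0% = DMSO and 100% = reference agonist; some compounds past the cut are filed as inactive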
ROMK primary = human ROMK K+ channel modulation, primary screen. Tet-inducible ROMK, thallium flux fluorescence; actives lie on both sides. B-score at 10 µM. 2% of 130,000 active;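 active means signal ratio slope over the read window, or its plate-corrected B-score, at least 3 SD from the plate mean, either direction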;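 further: B-score of the F/F0 ratio slope over 7 to 12 s after thallium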
Target sequence (P48048 whole entry, looked up): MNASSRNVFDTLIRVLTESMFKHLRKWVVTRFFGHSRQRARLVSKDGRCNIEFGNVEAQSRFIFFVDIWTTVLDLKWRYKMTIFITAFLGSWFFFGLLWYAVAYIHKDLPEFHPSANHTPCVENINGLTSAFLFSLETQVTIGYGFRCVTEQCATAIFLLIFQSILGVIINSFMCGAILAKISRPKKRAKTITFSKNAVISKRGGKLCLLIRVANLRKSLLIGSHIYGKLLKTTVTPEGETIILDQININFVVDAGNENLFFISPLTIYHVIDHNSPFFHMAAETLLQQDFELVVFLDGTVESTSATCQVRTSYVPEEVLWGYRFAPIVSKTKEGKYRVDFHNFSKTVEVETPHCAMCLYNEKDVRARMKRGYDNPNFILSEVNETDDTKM
S1P3 antag = antagonists of human S1P3 receptor | Q99500 | inhibition, % at 4.98 µM | AID 485 | 0.27% of 170,000 active | CHO S1P3 NFAT-BLA reporter, FRET fluorescence, antagonist mode;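 active means inhibition above the plate cutoff, the mean inhibition of test wells on that plate plus 3 SD, cut at about 28% in these data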;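 further: cells challenged with S1P at its EC80 of 0.8 µM; blue over green emission ratio from cleaved BLA substrate after 4 h stimulation; 0% = S1P-stimulated wells and 100% = unstimulated DMSO-only wells; some compounds past the cut are filed as inactive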
bIAP inhibitor = blocks bovine intestinal alkaline phosphatase activity | purified bovine IAP, CDP-star luminescence, 30 min | inhibition, % at 20 µM | 190,000 tested, under 10 active;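 active means over 50% inhibition of intestinal alkaline phosphatase at 20 µM in the single-dose screen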
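Assay system: bovine IAP enzyme; medium: DEA buffer 100 mM, pH 9.8, with MgCl2 1.0 mM, ZnCl2 0.02 mM; doses: 20 µM single dose; incubation: enzyme reaction for 30 min at room temperature; detection: CDP-star luminescence signal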
TLR4-MyD88 BLA = blocks binding of human TLR4 to MyD88; HeLa CL3-4 TLR4/MyD88 BLA complementation, FRET ratio; inhibition, % at 8.4 µM; 0.18% of 200,000 active; in the data active means inhibition above about 25%;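 further: 0% = vehicle and 100% = reference inhibitor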
SRC2 TRFRET art = counter-screen for PPARgamma SRC-2 recruitment agonists: TR-FRET artefact | stronger effect = higher value | AID 1049 | TR-FRET ratio at 8 µM | 0.4% of 200,000 active; in the data active means TR-FRET ratio above about 2000; further: inactives centre near 1500; reference of the scale not given here
PPARg SRC-1 ag = promotes SRC-1 coactivator recruitment by human PPARgamma; activation, % at 8 µM; AID 631; PPARgamma-SRC-1 coactivator recruitment biochemical assay; P37231; 0.41% of 200,000 active; in the data active means activation above about 19%;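 further: 0% = DMSO and 100% = reference agonist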
* marks the source's active call; other numbers are inactive results.

`Cc1cc(N/N=C(/CCC(=O)O)C(=O)O)nc2ccccc12` gave Lmaj promast -12, bIAP act 0.9, DTT redox prof -0.4, PPARg SRC-2 ag 3, PPARg SRC-3 ag 3, ROMK primary 0.45, S1P3 antag -7, bIAP inhibitor 10, TLR4-MyD88 BLA -12, SRC2 TRFRET art 1612 and PPARg SRC-1 ag 7.
`CC(C)CCOP(=O)(c1ccccc1)c1ccccc1` gave Lmaj promast -2, bIAP act 0.9, DTT redox prof -0.4, PPARg SRC-2 ag 9, PPARg SRC-3 ag 0, ROMK primary -2.1, S1P3 antag -7, bIAP inhibitor 12, TLR4-MyD88 BLA -17, SRC2 TRFRET art 1603 and PPARg SRC-1 ag 1.
Screening COCCn1c(C)cc(C(=O)COc2nc3ccccc3nc2C)c1C returned Lmaj promast 17, bIAP act 1.1, DTT redox prof -0.6, PPARg SRC-2 ag -5, PPARg SRC-3 ag -4, S1P3 antag 10, bIAP inhibitor -5, TLR4-MyD88 BLA -3, SRC2 TRFRET art 1555 and PPARg SRC-1 ag -8.
Screening O=C(NCC1CCCO1)Nc1cc(Cl)cc(Cl)c1 (stereo not drawn) returned Lmaj promast -1, bIAP act 1.1, DTT redox prof -0.1, PPARg SRC-2 ag 5, PPARg SRC-3 ag 6, ROMK primary 0.76, S1P3 antag 3, bIAP inhibitor -8, TLR4-MyD88 BLA 10, SRC2 TRFRET art 1433 and PPARg SRC-1 ag 11.
COc1ccc(C2CC(C(F)(F)F)n3ncc(C(=O)NCC4CCCO4)c3N2)cc1OC (stereo not drawn) was read as Lmaj promast -3, bIAP act 1, DTT redox prof -0.9, PPARg SRC-2 ag 3, PPARg SRC-3 ag -5, ROMK primary -2.6, bIAP inhibitor 2, TLR4-MyD88 BLA 1, SRC2 TRFRET art 1396 and PPARg SRC-1 ag -1.
For Cc1onc(-c2ccccc2)c1C(=O)c1c[nH]c(C(=O)NCCCN2CCOCC2)c1 the results were Lmaj promast 8, bIAP act 1.1, DTT redox prof -0.9, PPARg SRC-2 ag 4, PPARg SRC-3 ag 3, ROMK primary -0.25, S1P3 antag 14, bIAP inhibitor -5, TLR4-MyD88 BLA -11, SRC2 TRFRET art 1539 and PPARg SRC-1 ag 12.
Screening Cc1cc(C)c(NC(=S)NC(=O)c2c(Cl)c(C)nn2C)c([N+](=O)[O-])c1 returned Lmaj promast 18, bIAP act 1, DTT redox prof -0.3, PPARg SRC-2 ag -8, PPARg SRC-3 ag -6, ROMK primary 0.74, S1P3 antag -3, bIAP inhibitor 3, TLR4-MyD88 BLA -4, SRC2 TRFRET art 1416 and PPARg SRC-1 ag -4.
CC(=O)CCc1c(C)nc2ccc(C)cc2c1Cl was read as Lmaj promast -1, bIAP act 1.1, DTT redox prof -0.5, PPARg SRC-2 ag 1, PPARg SRC-3 ag 3, ROMK primary 0.27, S1P3 antag 0, bIAP inhibitor -15, TLR4-MyD88 BLA 15, SRC2 TRFRET art 1401 and PPARg SRC-1 ag 2.
Screening CCCCn1c(CCCNC(=O)CC)nc2ccccc21 returned Lmaj promast 12, bIAP act 0.9, DTT redox prof -1.6, PPARg SRC-2 ag 0, PPARg SRC-3 ag 1, S1P3 antag -72, bIAP inhibitor 11, TLR4-MyD88 BLA 14, SRC2 TRFRET art 1526 and PPARg SRC-1 ag 0.
`Cn1c(=O)c2c(nc(NCc3ccc4c(c3)OCO4)n2Cc2ccccc2)n(C)c1=O` gave Lmaj promast 1, bIAP act 1.1, DTT redox prof 0.6, PPARg SRC-2 ag 5, PPARg SRC-3 ag 4, ROMK primary -1.1, bIAP inhibitor -6, TLR4-MyD88 BLA 0, SRC2 TRFRET art 1354 and PPARg SRC-1 ag -5.

3 structures out of the list, ordered by molar mass, highest first.
For Cc1onc(-c2ccccc2)c1C(=O)c1c[nH]c(C(=O)NCCCN2CCOCC2)c1 the results were Lmaj promast 8, bIAP act 1.1, DTT redox prof -0.9, PPARg SRC-2 ag 4, PPARg SRC-3 ag 3, ROMK primary -0.25, S1P3 antag 14, bIAP inhibitor -5, TLR4-MyD88 BLA -11, SRC2 TRFRET art 1539 and PPARg SRC-1 ag 12.
`CC(C)CCOP(=O)(c1ccccc1)c1ccccc1` gave Lmaj promast -2, bIAP act 0.9, DTT redox prof -0.4, PPARg SRC-2 ag 9, PPARg SRC-3 ag 0, ROMK primary -2.1, S1P3 antag -7, bIAP inhibitor 12, TLR4-MyD88 BLA -17, SRC2 TRFRET art 1603 and PPARg SRC-1 ag 1.
CC(=O)CCc1c(C)nc2ccc(C)cc2c1Cl was read as Lmaj promast -1, bIAP act 1.1, DTT redox prof -0.5, PPARg SRC-2 ag 1, PPARg SRC-3 ag 3, ROMK primary 0.27, S1P3 antag 0, bIAP inhibitor -15, TLR4-MyD88 BLA 15, SRC2 TRFRET art 1401 and PPARg SRC-1 ag 2.

Further structures follow.
For CCOC(=O)C1CCCN(CC(=O)Nc2c(F)c(F)c(F)c(F)c2F)C1 (stereo not drawn) the results were Lmaj promast -3, bIAP act 1, DTT redox prof 2.3, PPARg SRC-2 ag 7, PPARg SRC-3 ag -9, ROMK primary -0.27, S1P3 antag 11, bIAP inhibitor -4, TLR4-MyD88 BLA -12, SRC2 TRFRET art 1554 and PPARg SRC-1 ag 4.
For Nn1c(SC/C=C/c2ccccc2)nnc1-c1ccccn1 the results were Lmaj promast -6, bIAP act 1, DTT redox prof -3.9, PPARg SRC-2 ag -11, PPARg SRC-3 ag 9, ROMK primary -1.5, bIAP inhibitor 4, TLR4-MyD88 BLA -11, SRC2 TRFRET art 1666 and PPARg SRC-1 ag -2.
Screening C/C(=N\NC(=O)c1ccccc1[N+](=O)[O-])c1ccc(Br)s1 returned Lmaj promast 1, bIAP act 1, DTT redox prof -1.8, PPARg SRC-2 ag 9, PPARg SRC-3 ag 1, ROMK primary 0.26, S1P3 antag -3, bIAP inhibitor 1, TLR4-MyD88 BLA 12, SRC2 TRFRET art 1664 and PPARg SRC-1 ag 6.
CCOC(=O)CNC(=O)c1sc(NC(=O)c2cccc(F)c2)nc1C was read as Lmaj promast -4, bIAP act 1, DTT redox prof 0.5, PPARg SRC-2 ag 10, PPARg SRC-3 ag 0, ROMK primary -0.86, bIAP inhibitor 3, TLR4-MyD88 BLA 1, SRC2 TRFRET art 1238 and PPARg SRC-1 ag 2.
`O=C1OC(Nc2ccc(Br)cc2F)c2ccccc21` (stereo not drawn) gave Lmaj promast -4, bIAP act 0.9, DTT redox prof 1.7, PPARg SRC-2 ag 4, PPARg SRC-3 ag 4, ROMK primary 0.047, bIAP inhibitor 8, TLR4-MyD88 BLA 6, SRC2 TRFRET art 1677 and PPARg SRC-1 ag 15.
For CCCn1c(/N=C/c2ccc3c(c2)OCO3)nc2ccccc21 the results were Lmaj promast 39, bIAP act 0.9, DTT redox prof 0.2, PPARg SRC-2 ag 6, PPARg SRC-3 ag -5, ROMK primary 0.52, bIAP inhibitor 7, TLR4-MyD88 BLA 3, SRC2 TRFRET art 1473 and PPARg SRC-1 ag 4.
For O=c1c2ccccc2nc(CSc2nnnn2-c2ccccc2)n1-c1ccccc1 the results were Lmaj promast -5, bIAP act 0.9, DTT redox prof -1.8, PPARg SRC-2 ag 1, PPARg SRC-3 ag 4, ROMK primary 0.37, S1P3 antag 10, bIAP inhibitor 9, TLR4-MyD88 BLA 9, SRC2 TRFRET art 1475 and PPARg SRC-1 ag 5.
N#C/C(=C\c1ccc(Oc2ccc(C(F)(F)F)cc2[N+](=O)[O-])cc1)c1nc2ccccc2[nH]1 was read as Lmaj promast 4, bIAP act 0.9, DTT redox prof -13, PPARg SRC-2 ag 9, PPARg SRC-3 ag -1, bIAP inhibitor 9, TLR4-MyD88 BLA 5, SRC2 TRFRET art 1474 and PPARg SRC-1 ag 7.
For CC(=O)Nc1ccc(S(=O)(=O)N2CCCC2C(=O)Nc2ccc3c(c2)OCCO3)cc1 (stereo not drawn) the results were Lmaj promast -6, bIAP act 1, DTT redox prof 0.1, PPARg SRC-2 ag 4, PPARg SRC-3 ag 6, ROMK primary -0.028, S1P3 antag -9, bIAP inhibitor 3, TLR4-MyD88 BLA 4, SRC2 TRFRET art 1563 and PPARg SRC-1 ag -5.
CCOC(=O)N1CCN(C(=O)/C(=C/c2ccc(OC)cc2)NC(=O)c2ccccc2)CC1 was read as Lmaj promast -7, bIAP act 1, DTT redox prof -7.3, PPARg SRC-2 ag 7, PPARg SRC-3 ag 12, ROMK primary -0.55, bIAP inhibitor -1, TLR4-MyD88 BLA -6, SRC2 TRFRET art 1499 and PPARg SRC-1 ag 10.
For C/C=C(\C)CN1CCN(c2cc(C)ccc2C)CC1 the results were Lmaj promast 3, bIAP act 1, DTT redox prof -1.2, PPARg SRC-2 ag 4, PPARg SRC-3 ag 1, ROMK primary -0.081, S1P3 antag 7, bIAP inhibitor -3, TLR4-MyD88 BLA -7, SRC2 TRFRET art 1734 and PPARg SRC-1 ag 7.
`Cc1cc(C(=O)N/N=C/c2c[nH]c3ccccc23)c(C)o1` gave Lmaj promast -5, bIAP act 1, DTT redox prof -0.1, PPARg SRC-2 ag 6, PPARg SRC-3 ag 4, S1P3 antag 10, bIAP inhibitor -5, TLR4-MyD88 BLA 2, SRC2 TRFRET art 1601 and PPARg SRC-1 ag 6.
For C/C(=N/O)c1ccc(Oc2cnccn2)cc1 the results were Lmaj promast -8, bIAP act 1, DTT redox prof -2.0, PPARg SRC-2 ag 1, PPARg SRC-3 ag 0, ROMK primary -1.1, S1P3 antag -14, bIAP inhibitor 2, TLR4-MyD88 BLA -6, SRC2 TRFRET art 1494 and PPARg SRC-1 ag 7.
For CCSc1nnc(-c2ccncc2)n1Cc1ccccc1 the results were Lmaj promast -4, bIAP act 0.9, DTT redox prof 1.5, PPARg SRC-2 ag 0, PPARg SRC-3 ag 2, ROMK primary 0.0031, bIAP inhibitor 14, TLR4-MyD88 BLA -10, SRC2 TRFRET art 1504 and PPARg SRC-1 ag -4.
Cc1ccc(CNC(=O)c2sc3nc4c(c(C(F)(F)F)c3c2N)CCC4)cc1 was read as Lmaj promast 2, bIAP act 1, DTT redox prof -0.7, PPARg SRC-2 ag 7, PPARg SRC-3 ag 14, bIAP inhibitor 1, TLR4-MyD88 BLA 3, SRC2 TRFRET art 1494 and PPARg SRC-1 ag 10.
Screening N=C1C(c2ccccc2)=C(O)CN1c1cccc2ccccc12 returned Lmaj promast 3, bIAP act 1, DTT redox prof -0.4, PPARg SRC-2 ag 3, PPARg SRC-3 ag 5, S1P3 antag -30, bIAP inhibitor 0, TLR4-MyD88 BLA 4, SRC2 TRFRET art 1570 and PPARg SRC-1 ag -3.
`COc1ccc(Cn2c(=O)c3c(nc(NCCO)n3C)n(C)c2=O)cc1` gave Lmaj promast -10, bIAP act 1, DTT redox prof -0.4, PPARg SRC-2 ag -2, PPARg SRC-3 ag -6, ROMK primary -0.29, bIAP inhibitor 2, TLR4-MyD88 BLA 12, SRC2 TRFRET art 1635 and PPARg SRC-1 ag -7.

Hits appear at their usual frequency, and some 11% of all compounds hit somewhere here.
